# CD11b adhes enh – enhancers of CD11b/CD18 adhesion to fibrinogen, primary screen, K562 cells, luminescence | Integrin beta-2 (Homo sapiens) + Integrin alpha-M (Homo sapiens), P05107+P11215 | ATPlite luminescence | activation, % at 10 µM | 93,000 tested, 0.07% active | AID 1499, 2009;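 active = 10 µM primary screen giving 50% or more activity, confirmed by 40% or more on retest at that dose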; also: strong numbers were not always called active; reference of the scale not given here
# Target sequence (P05107 whole entry, looked up, other chains not shown): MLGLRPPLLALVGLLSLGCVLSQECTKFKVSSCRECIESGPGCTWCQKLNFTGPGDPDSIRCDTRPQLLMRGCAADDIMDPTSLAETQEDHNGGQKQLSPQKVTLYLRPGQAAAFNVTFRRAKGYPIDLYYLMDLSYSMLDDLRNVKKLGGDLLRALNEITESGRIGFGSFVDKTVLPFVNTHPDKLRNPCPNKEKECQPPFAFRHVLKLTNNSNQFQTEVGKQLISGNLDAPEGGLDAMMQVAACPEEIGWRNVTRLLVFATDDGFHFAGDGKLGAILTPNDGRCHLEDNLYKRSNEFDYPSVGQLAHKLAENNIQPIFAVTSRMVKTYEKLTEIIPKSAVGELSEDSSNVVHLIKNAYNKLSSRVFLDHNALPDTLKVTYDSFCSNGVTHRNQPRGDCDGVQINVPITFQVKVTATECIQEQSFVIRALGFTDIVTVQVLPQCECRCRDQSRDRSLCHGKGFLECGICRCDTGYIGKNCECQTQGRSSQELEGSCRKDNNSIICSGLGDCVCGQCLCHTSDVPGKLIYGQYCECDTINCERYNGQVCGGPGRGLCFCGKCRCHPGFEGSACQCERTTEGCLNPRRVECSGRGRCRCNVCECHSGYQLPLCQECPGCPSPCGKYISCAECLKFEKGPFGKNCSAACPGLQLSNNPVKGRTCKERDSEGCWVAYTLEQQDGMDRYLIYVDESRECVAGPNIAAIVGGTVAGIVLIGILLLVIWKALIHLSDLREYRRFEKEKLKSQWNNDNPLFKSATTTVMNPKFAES
# CD11b adhes inh – inhibitors of CD11b/CD18 adhesion to fibrinogen, primary screen, K562 cells, luminescence; ATPlite luminescence; Mn2+ added to activate the integrin; inhibition, % at 10 µM; 93,000 tested, 0.54% active;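 active = primary inhibition of 50% or more at 10 µM, then 40% or more on retest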; also: some results filed as inactive read as strong as hits
# The depositor's hits bear a star; & = joins results of further samples. A portion of the library; count on the stated rates, not on these rows.
CD11b adhes enh | CD11b adhes inh | compound
7.1 | 9.8 | CN(NC(=S)Nc1ccc(OC(F)F)cc1)C(=S)Nc1ccc(OC(F)F)cc1
-3.1 | 7.4 | CCN1C(=O)/C(=C2/C=Cc3cc(C)ccc3N2CC)N(C)C1=S
0.6 | -12.8 | COc1ccc(NC(=O)CCSc2ccc(C)cc2)cc1
8.5 | 1.2 | CCN(C(=O)c1ccc(S(C)(=O)=O)cc1)C12CC3CC(CC(C3)C1)C2
-1.3 | 10.6 | Cc1ccc(-n2nnnc2Sc2nc([N+](=O)[O-])nn2C)cc1
3.2 | 27.8 | CCSc1nnc(NC(=O)C(C)Sc2nc3ccccc3[nH]2)s1 (stereo not drawn)
5.8 | -6.3 | Cc1cccc(/C=C(\c2nc3ccccc3[nH]2)S(=O)(=O)c2ccccc2)c1
-2.3 | 1.7 | Cc1cccc(NC(=O)CN2CCC(NC(=O)C3CCCCC3)CC2)c1C
2.6 | 9.7 | CCCCc1c(C)c(C#N)c2nc3ccccc3n2c1Cl
5.8 | 5.3 | Cc1ccc(NC(=O)c2ccc(S(=O)(=O)C(F)F)cc2)c(C)c1
1.4 | -22.7 | c1ccc(OCc2nnnn2-c2ccccc2)cc1
-1.3 | 10.9 | Cc1ccc(C2=NN(C(=O)CCl)C(c3cccs3)C2)o1 (stereo not drawn)
23.4 | 62.4 | N=C1S/C(=C\c2ccc(-c3cccc(Cl)c3)o2)C(=O)N1c1nccs1
-3.0 | 6.3 | Cc1cccc(C)c1-n1c(SCC(=O)N2CC(=O)Nc3ccccc32)nc2ccccc2c1=O
-1.5 | 25.5 | Cc1ccc(C(=O)Nc2ccccc2Sc2ccccc2)cc1
7.3 | 2.4 | O=C(CSc1c(Cl)cccc1Cl)NC1CCCc2ccccc21 (stereo not drawn)
2.5 | 7.8 | COc1ccc(CCN(Cc2cccs2)S(=O)(=O)c2ccc(S(=O)(=O)N3CCCCCC3)cc2)cc1OC
21.7 | 39.2 | O=C(N/N=C/c1cccc(F)c1)c1c(O)c2ccccc2[nH]c1=O
4.2 | 8.7 | Cc1cc(C)n(C(=O)c2ccccc2[N+](=O)[O-])n1
3.9 | 26.6 | CCCCN=C(NNc1ccc(Br)cc1)C(=O)OCC
-4.5 | 2.8 | CCn1c(SCC(=O)Nc2ccc(C)cc2)nc2nc3c(cc2c1=O)CCCC3
2.1 | 2.2 | CN1CCCN(C(=O)/C=C/c2ccc(F)cc2)CC1
7.8 | -9.3 | Cc1c(NC(=O)Cc2ccccc2)cccc1C(=O)NN1C(=O)c2ccccc2C1=O
1.1 | 19.4 | CSCCC(NC(=O)c1cccc([N+](=O)[O-])c1)c1nc2ccccc2[nH]1 (stereo not drawn)
4.6 | -16.3 | CC(C)(C)c1nnc(N/N=C/c2cc(Br)ccc2O)n(N)c1=O
68.0 | 16.7 | O=C(N/N=C/c1c[nH]c2ccccc12)c1cc(-c2cccc3ccccc23)n[nH]1
1.9 | 16.3 | O=C(/C(C=Nc1ccc(Br)cc1)=C(/O)c1ccco1)C(F)(F)F
3.9 | 40.3 | CCN(CC(O)CON=C1c2ccccc2-c2ccccc21)S(=O)(=O)c1ccc(Cl)cc1 (stereo not drawn)
2.2 | -3.9 | O=C(C[n+]1cc(-c2ccccc2)n2c1CCCCC2)c1ccc(Cl)cc1
6.5 | 4.4 | O=C(Oc1ccccc1/C=C\C(=O)c1cc2ccccc2o1)c1cccc(F)c1
23.0 | -9.1 | O=C(COC(=O)CCS(=O)(=O)c1ccc(Cl)cc1)NCCc1ccccc1
-0.7 | 5.0 | CCC(O)CNC(=O)NC(=C(Cl)Cl)c1ccc(C)c(F)c1 (stereo not drawn)
0.1 | 26.5 | CCc1ccc2c(c1)c1nnc(NN)nc1n2CC
12.6 | -3.6 | Cc1ccccc1-c1n[nH]c(=S)n1/N=C/c1c(C)nn(-c2ccccc2)c1C
-1.8 | 19.6 | O=C1CN(C(=O)COC(=O)/C=C/c2ccc(OC(F)F)cc2)c2ccccc2N1
-0.9 | 5.2 | O=C(/C=C/c1ccccc1Cl)N1CCCN(C(=O)/C=C/c2ccccc2Cl)CC1
48.9 | -1.9 | O=C(Nc1ccccc1F)C(=Cc1sc(N2CCOCC2)nc1-c1ccccc1)C(=O)Nc1ccccc1F
8.1 | 12.7 | CCOC(=O)C1CCN(c2c(-c3ccccc3)c3cc(Cl)ccc3[nH]c2=O)CC1
5.2 | 0.3 | Brc1ccc2c(c1)OCCOCCOCCOCCOCCO2
3.0 | 1.8 | Cc1sc(NC(=O)c2ccco2)c(C(Nc2ccccn2)c2ccccc2)c1C (stereo not drawn)
8.7 | 6.6 | Cn1cnnc1Sc1ccc(C(=O)OCC(=O)Nc2cc(Cl)cc(Cl)c2)cc1[N+](=O)[O-]
10.9 | -4.4 | COc1ccccc1CNC(=O)c1ccc(OC(F)F)c(OC)c1
-1.8 | 13.4 | Cc1cccc[n+]1CC(=O)c1ccc2c(c1)OCCO2
-1.7 | 1.3 | O=C(N/N=C/c1ccc([N+](=O)[O-])s1)c1ccncc1
3.8 | -31.7 | Cc1cccc(C(=O)Nc2nnc(-c3ccco3)o2)c1
0.8 | -0.7 | COc1cc(/C=C(\C#N)c2nnc(N3CCOCC3)n2-c2ccccc2)ccc1O
2.8 | 4.1 | COc1ccc(C2CC(c3ccc(Br)cc3)=NN2C(=O)CSC2=NCCS2)cc1 (stereo not drawn)
36.3 | 18.7 | Cc1cc2ccccc2n2c(SCC(=O)Nc3ccc(S(=O)(=O)N4CCC(C)CC4)cc3)nnc12
0.0 | -2.2 | COc1cc(NC(=O)c2ccccc2[N+](=O)[O-])ccc1NC(=O)C(C)C
13.4 | -7.3 | Cc1cccc(C(=O)c2c(N)sc3c2CCCC3)c1
5.6 | -2.5 | CCOc1ccc(-c2csc(Cn3c(CN4CCN(C)CC4)nc4ccccc4c3=O)n2)cc1
-1.6 | -26.2 | CCN(CC)c1ccc(NC(=O)Cn2ncc3c(C)n(Cc4ccccc4F)c(C)c3c2=O)c(C)c1
13.1 | 2.4 | CCn1c(O)c(N=NC(=O)c2cccc(S(=O)(=O)N3CCCCC3)c2)c2ccccc21
5.1 | 22.8 | CC(=O)Nc1cccc(Oc2ncnc3scc(-c4ccccc4)c23)c1
135.5 | -9.0 | COc1cccc2sc(Nc3nc(-c4cc5ccccc5oc4=O)cs3)nc12
-1.2 | 0.3 | CCCCSc1nnc(CNC(=O)C23CC4CC(CC(C4)C2)C3)n1Cc1ccccc1

# (listing goes on)
CD11b adhes enh | CD11b adhes inh | compound
3.1 | 9.5 | COc1cccc(/C=C/C(=O)NCCc2ccc(OC)c(OC)c2)c1
2.0 | 11.8 | COC(=O)c1ccc(C(=O)NC(=S)Nc2nc3c(s2)CC(C)CC3)cc1 (stereo not drawn)
-1.9 | -10.9 | CCCCOP(=O)(OCCCC)C(O)c1ccc(Br)cc1 (stereo not drawn)
-2.6 | 2.3 | COc1cc(NC(=O)C/C(C)=N/NC(=O)Cc2ccccc2)c(OC)cc1Cl
3.9 | 10.6 | CS(=O)(=O)CCC(C(=O)OCc1ccc(Br)cc1)N1C(=O)c2ccccc2C1=O (stereo not drawn)
5.4 | -2.4 | CC(=O)N1N=C(c2ccc(C)o2)CC1c1ccc(F)cc1 (stereo not drawn)
1.8 | 2.9 | COc1ccc(C(=O)Nc2nc(-c3ccc([N+](=O)[O-])cc3)c(-c3ccc(OC)cc3)s2)cc1
-1.3 | -1.0 | Cc1ccc(C)c(N2CN(Cc3cccnc3)CNC2=S)c1
0.0 | -12.0 | Cc1c(N=C2SCC(=O)N2/N=C/c2ccccc2)c(=O)n(-c2ccccc2)n1C
-6.5 | -22.6 | Cc1ccc(S(=O)(=O)N2CCN(Cc3ccccc3)CC2)c(C)c1N(C)S(=O)(=O)c1ccccc1
5.6 | -7.2 | CC(C)CNC(=O)c1cccc(NC(=O)CSc2ccc(Cl)cc2)c1
1.6 | -9.0 | O=S(=O)(/N=C(/Nc1ccccc1)c1ccccc1)c1cccs1
-17.7 | 101.4 | O=C1c2cccc(OCc3ccc(F)cc3)c2CCN1Cc1ccccc1
2.1 | -6.1 | CCOc1ccc(NC(=O)Nc2cc(-c3ccccc3)sc2C(=O)OC)cc1
52.0 | -14.8 | CCn1c(COc2ccc3c(c2)CCCC3)nnc1SCC(=O)Nc1ccc(C(=O)OC)cc1
-4.4 | 8.6 | COc1ccc(CCC(=O)N2CCCSC2=Nc2ccc(C(C)=O)cc2)cc1
0.5 | -2.3 | O=C(Nc1ccccc1F)c1ccccc1-c1ccccc1
8.5 | 21.9 | O=C(CCCOc1ccc(Cl)cc1Cl)N/N=C/c1ccccc1
-1.9 | 3.7 | O=C(COc1ccc(F)cc1)N1c2ccccc2CCc2ccccc21
-9.3 | 17.4 | O=C(N/N=C/c1ccccc1Cl)c1[nH]c2ccc(Br)cc2c1-c1ccccc1
6.2 | 3.8 | O=C(O)c1ccc(N/N=C/c2ccc3ncccc3c2)cc1
3.7 | 7.3 | O=C(NC(=S)N(CCc1ccccc1)CCc1ccccc1)c1ccco1
-0.6 | -0.4 | O=C(CSc1nc2ccc(Cl)cc2[nH]1)N1CCN(C(=O)c2ccco2)CC1
0.9 | -2.4 | COc1ccc(-n2c(=O)c3ccccc3c3ccccc3c2=O)cc1
18.7 | 43.4 | Fc1ccc(Nc2nc(-c3ccncc3)nc3ccccc23)cc1F
-5.1 | -10.9 | O=C(NCc1ccc(F)cc1)C(=O)NCC1OCCN1C(=O)c1cccs1 (stereo not drawn)
37.2&64.6 | 1.8&1.4 | Oc1c(C=C2N=c3ccccc3=N2)sc(=S)n1C1CCCCC1
124.3 | -17.7 | N#Cc1c(N)nc2c(c1-c1ccc(Br)s1)CCCC2
1.4 | -5.6 | O=P(Cc1ccccc1O)(c1ccccc1)c1ccccc1
45.9 | 9.9 | COc1ccc(NC(=O)/C(C#N)=C/c2cc(C)n(-c3ccc(N4CCOCC4)c([N+](=O)[O-])c3)c2C)cc1
10.1 | 37.3 | Cc1ccnc(NC(=O)c2sc3cc(Cl)ccc3c2Cl)c1
7.4 | -8.4 | O=C(Nc1ccc(N=Nc2ccccc2)cc1)c1ccccc1Cl
-0.2 | 13.2 | CCOc1ccc(N=c2cc(-c3ccc(OC)cc3)oc3ccccc23)cc1
7.5 | 0.4 | OC(COCc1cccs1)CN1CCN(c2ccccc2Cl)CC1 (stereo not drawn)
-0.2 | -10.0 | CCc1nc(Cl)c(C#N)c2c1CSC(C)(C)C2
4.9 | -1.4 | O=C(/C=C/c1ccc(Br)o1)NC(c1ccccc1)c1ccccc1
-0.6 | -2.7 | COc1cc(CNCCc2ccc(S(N)(=O)=O)cc2)ccc1OCC(=O)NC(C)(C)C
0.0 | 16.7 | CCNC(=O)NC(=O)C(C)OC(=O)c1ccc(-n2nc(SC)sc2=S)cc1 (stereo not drawn)
2.1 | -0.7 | CCN1CCN(CC2CC3C=CC2C3)CC1 (stereo not drawn)
23.9 | 6.0 | COc1ccc(NC(=O)CSc2ncnc3c2sc2ccccc23)c(OC)c1

# Molecules from the list above that have a cyano group, in the order listed:
CD11b adhes enh | CD11b adhes inh | compound
2.6 | 9.7 | CCCCc1c(C)c(C#N)c2nc3ccccc3n2c1Cl
0.8 | -0.7 | COc1cc(/C=C(\C#N)c2nnc(N3CCOCC3)n2-c2ccccc2)ccc1O
124.3 | -17.7 | N#Cc1c(N)nc2c(c1-c1ccc(Br)s1)CCCC2
45.9 | 9.9 | COc1ccc(NC(=O)/C(C#N)=C/c2cc(C)n(-c3ccc(N4CCOCC4)c([N+](=O)[O-])c3)c2C)cc1
-0.2 | -10.0 | CCc1nc(Cl)c(C#N)c2c1CSC(C)(C)C2

# The listing continues:
CD11b adhes enh | CD11b adhes inh | compound
1.5 | 27.0 | CCN(CC)c1ccc(/C=C(\C#N)C(=O)NCc2ccco2)cc1
-3.4 | -18.2 | COc1ccc2nc(C)cc(SCC(=O)NNC(=O)COc3cccc4ccccc34)c2c1
-6.2 | 24.5 | O=C(Nc1cccs1)Nc1c(F)c(F)cc(F)c1F
-3.0 | -0.3 | N#Cc1ccccc1NC(=O)CC1c2ccccc2Oc2ccccc21
5.9 | 0.6 | CC1=C(C(=O)Nc2ccc(Cl)cc2)C2(CCCCC2)C(C(N)=O)C(=S)N1 (stereo not drawn)
-0.2 | -17.3 | O=C(COc1ncnc2ccccc12)Nc1cccc(S(=O)(=O)N2CCOCC2)c1
4.6 | 24.2 | COc1ccc(-n2c(CCc3ccccc3)nnc2SCC(=O)c2ccc(Cl)cc2)cc1
7.3 | 27.3 | COc1cc(NC(C(=O)Nc2cccc(C(C)=O)c2)c2ccccc2)cc(OC)c1OC (stereo not drawn)
1.6 | -9.7 | O=C(CNc1cccc(C(F)(F)F)c1)N/N=C/c1cccc(Br)c1
5.7 | 8.8 | O=C(NC(=S)Nn1cnc2c(cnn2-c2ccccc2)c1=O)c1ccccc1
1.6 | -12.7 | COc1cc(/C=N/NC(=O)CCn2nnc3ccccc32)ccc1O
2.2 | 4.5 | CCC(=O)c1ccc(-c2ccccc2)cc1
21.2 | 1.6 | COc1cc2c(cc1NC(=O)c1ccc(C)c([N+](=O)[O-])c1)oc1ccccc12
0.3 | -1.4 | COC(=O)CN(C#N)c1nc(C)cc(C)n1
1.4 | -5.2 | Cc1cc(C(=O)CN2C(=O)NC3(CCCC3)C2=O)c(C)n1-c1ccc2c(c1)OCO2
1.2 | -1.7 | Cc1ccc(CSc2ccc(-c3cccs3)nn2)cc1
-11.3 | 101.0 | CC(NC(=O)CN(c1cccc(C(F)(F)F)c1)S(=O)(=O)c1ccc(Cl)c([N+](=O)[O-])c1)c1ccccc1 (stereo not drawn)
-4.1 | 5.3 | O=c1[nH]c(SCc2nc3ccccc3c(=O)n2-c2ccccc2)nc2ccccc12
-0.6 | -1.1 | O=C(NCC1CCCO1)C(c1cccs1)N(C(=O)c1ccc(CN2CCOCC2)o1)c1ccc(Cl)cc1 (stereo not drawn)
1.5 | 4.2 | COC(=O)N/N=C\c1c(C)nn(-c2ccccc2)c1Cl
39.6 | 12.2 | CCCCCn1c(N)c(-c2nc3ccccc3o2)c2c([N+](=O)[O-])nn(C)c(=O)c21
4.7 | -2.7 | C/C(=N\Nc1nc(C)cc(=O)[nH]1)C1CC1
13.2 | -6.0 | C/C(=N\NC(=S)NC1CCCCC1)c1cccc(Br)c1
